Screening results (PubChem)
RBBP9 inh: inhibitors of human serine hydrolase RBBP9 | recombinant RBBP9, FP-Rh probe fluorescence polarization | AID 1515 | O75884 | 0.2% of 220,000 active | inhibition, % at 7.94 µM;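 active = inhibition above the campaign mean of all tested compounds plus 3 SD, cut at about 14% in these data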;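 note: plate controls were DMSO wells with RBBP9 for no effect and wells lacking RBBP9 protein for full effect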
Target sequence (O75884 whole entry, looked up): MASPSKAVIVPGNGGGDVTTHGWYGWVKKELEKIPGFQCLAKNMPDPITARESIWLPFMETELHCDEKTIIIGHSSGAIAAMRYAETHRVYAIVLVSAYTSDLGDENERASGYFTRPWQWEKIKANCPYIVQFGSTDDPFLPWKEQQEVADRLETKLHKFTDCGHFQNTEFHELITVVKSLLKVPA
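System: RBBP9 protein | Quantity: 2.5 µM RBBP9 dispensing solution, before mixing | Reagent: FP-Rh probe, 375 nM dispensing solution | Timing: Enzyme-compound preincubation 30 min, then probe labeling 45 min, 25 °C | Measured by: Fluorescence polarization | Read-out: % inhibition | Replication: One well per compound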
EP2 antag: inhibitors of human EP2 prostaglandin E2 receptor | C6 glioma cells expressing human EP2, cAMP TR-FRET; cells stimulated with saturating PGE2 | 0.52% of 260,000 active | P43116 | AID 1422 | inhibition, % at 25 µM;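 active = percent inhibition above 40 after rounding to a whole number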;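 note: rat C6 glioma host cells with rolipram phosphodiesterase inhibitor present; the protocol text gives 20 µM as final concentration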
p97 ATPase inh: human p97 ATPase inhibition. P55072. recombinant p97 ATPase, Kinase-Glo ATP luminescence, 3 h. inhibition, % at 8 µM. 0.42% of 220,000 active. AID 1481; in the data active = inhibition above about 15%;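 note: 0% = DMSO vehicle and 100% = wells lacking enzyme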
Target sequence (P55072 whole entry, looked up): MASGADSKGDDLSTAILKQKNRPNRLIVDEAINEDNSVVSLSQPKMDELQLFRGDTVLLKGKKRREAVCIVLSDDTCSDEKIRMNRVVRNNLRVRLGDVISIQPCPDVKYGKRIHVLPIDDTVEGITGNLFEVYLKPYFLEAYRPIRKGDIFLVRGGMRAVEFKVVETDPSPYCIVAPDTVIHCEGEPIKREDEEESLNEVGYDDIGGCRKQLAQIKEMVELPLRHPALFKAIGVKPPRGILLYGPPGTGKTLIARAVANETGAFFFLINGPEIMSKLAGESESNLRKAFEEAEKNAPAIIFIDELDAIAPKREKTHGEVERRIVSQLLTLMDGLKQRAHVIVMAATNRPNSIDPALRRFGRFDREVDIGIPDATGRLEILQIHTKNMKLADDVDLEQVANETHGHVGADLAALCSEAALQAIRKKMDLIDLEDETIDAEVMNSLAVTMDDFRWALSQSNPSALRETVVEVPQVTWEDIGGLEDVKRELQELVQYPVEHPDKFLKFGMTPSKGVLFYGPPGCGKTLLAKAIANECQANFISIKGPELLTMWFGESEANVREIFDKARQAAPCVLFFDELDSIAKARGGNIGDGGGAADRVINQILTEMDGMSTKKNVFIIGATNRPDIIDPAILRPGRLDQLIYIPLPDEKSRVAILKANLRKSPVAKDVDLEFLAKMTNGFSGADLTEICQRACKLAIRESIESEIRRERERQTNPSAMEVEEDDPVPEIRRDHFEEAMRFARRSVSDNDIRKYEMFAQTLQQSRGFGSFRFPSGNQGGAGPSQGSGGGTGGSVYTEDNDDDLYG
Ba/F3 V617F tox: loss of viability in JAK2V617F-driven Ba/F3 cells. Ba/F3 EpoR-JAK2V617F viability, ATP luminescence. inhibition, % at 5.6 µM. 1.1% of 220,000 active;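 active = inhibition above the campaign mean plus 3 SD over all tested compounds, cut at about 24% in these data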;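 note: cytokine-independent growth of Ba/F3 cells driven by EpoR plus mutant JAK2; 0% = DMSO-treated cells and 100% = JAK inhibitor I control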
NCF1 inh: p47phox (human) inhibition | P14598 | p47phox/p22phox peptide binding, fluorescence polarization, 2 h | 0.53% of 220,000 active | AID 1274 | inhibition, % at 24.7 µM;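 active = inhibition above about 30%, limit read from the data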;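 note: 0% = p47phox with labelled peptide and 100% = labelled peptide alone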
Furin inhibitor: human furin inhibition; 0.061% of 220,000 active; AID 463115; inhibition, % at 30 µM; P09958; purified furin, fluorogenic substrate cleavage; in the data active = inhibition above about 25%; note: inactives centre near -15
PPC-1+TRAIL kill: PPC-1 cancer cell killing with TRAIL present; AID 1443; cell killing (% activity), % at 4 µM; 0.41% of 220,000 active; PPC-1 cells + TRAIL, ATPLite viability luminescence;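 active = cell killing above 50% in the first pass at 4 µM, then a duplicate retest at 5 µM averaging 50% or more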;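 note: plate controls were cells with TRAIL plus DMSO for no effect and medium-only wells lacking cells for full effect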
BaF3 tox: counter-screen for JAK2V617F inhibitors: parental Ba/F3 viability inhibitors. CellTiter-Glo ATP luminescence. inhibition, % at 5.6 µM. 1.1% of 220,000 active;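 active = inhibition above a per-campaign cutoff, the mean inhibition of all tested compounds plus 3 SD, cut at about 27% in these data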;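 note: 0% = DMSO wells and 100% = JAK Inhibitor I control wells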
TbHK1 inh: T. brucei hexokinase 1 inhibition. inhibition, % at 10 µM. 0.11% of 220,000 active. recombinant TbHK1, G6PDH-coupled NADH A340;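 active = inhibition of 50% or more in the single-dose primary screen; inactive = inhibition below 50%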
* hit, by the source's call; / = not tested or not shown; & = joins results of further samples; [ ] = dose if it differs, or a comment. An excerpt, so the mix of outcomes need not match the whole.

SMILES	RBBP9 inh	EP2 antag	p97 ATPase inh	Ba/F3 V617F tox	NCF1 inh	Furin inhibitor	PPC-1+TRAIL kill	BaF3 tox	TbHK1 inh
COc1cc(/C=N/NC(=O)C(=O)/C=C2\NC3(CCCC3)Cc3ccccc32)ccc1O	-5	2	3	-2	-12	-21	11	4	-10
CCCCOc1ccc(/C=N/NC(=O)C2CCCNC2=O)cc1 (stereo unspecified)	4	11	3	-5	-6	-16	5	0	-7
N#Cc1c2n(c3c(=O)n(CC(=O)c4ccc(Br)cc4)cnc13)CCCC2	-5	14	1	-1	-5	-29	28	4	-1
COc1ccc(-c2csc3nc(C)nc(N4CCCCC4)c23)cc1OC	-3	9	-3	4	0	-11	-11	8	-10
CCOC(=O)C(C)Sc1nnc(Cn2c(=O)sc3ccccc32)n1-c1ccccc1 (stereo unspecified)	-7	/	-9	0	-1	-17	0	9	-7
COc1cccc(OCCOCCNCCO)c1	-11	12	-4	0	-2	-16	-8	4	-1
CC(=O)Nc1ccc(NC(=O)CN(c2ccccc2Cl)S(C)(=O)=O)cc1	5	-3	3	-2	-8	-6[20 µM]	-5	5	1
COc1ccc(-c2cc(-c3nnc(COC(=O)CC4CC5CCC4C5)o3)c3ccccc3n2)cc1OC (stereo unspecified)	-9	10	-4	4	-60	-6	15	12	-18
CC(C)(C)C1CCc2c(C(=O)NNC(=O)CCC(=O)O)csc2C1 (stereo unspecified)	-3	9	2	-3	-4	-11	14	1	-1
CC(C)(C)NS(=O)(=O)c1ccc(NC(=O)NC2CCCCC2)cc1	-4	8	-2	4	-14	-6[20 µM]	10	0	5

Whole records from above. Order of values: RBBP9 inh	EP2 antag	p97 ATPase inh	Ba/F3 V617F tox	NCF1 inh	Furin inhibitor	PPC-1+TRAIL kill	BaF3 tox	TbHK1 inh
N#Cc1c2n(c3c(=O)n(CC(=O)c4ccc(Br)cc4)cnc13)CCCC2 reads -5	14	1	-1	-5	-29	28	4	-1
COc1ccc(-c2csc3nc(C)nc(N4CCCCC4)c23)cc1OC reads -3	9	-3	4	0	-11	-11	8	-10

Continuation.
SMILES	RBBP9 inh	EP2 antag	p97 ATPase inh	Ba/F3 V617F tox	NCF1 inh	Furin inhibitor	PPC-1+TRAIL kill	BaF3 tox	TbHK1 inh
O=C(COC(=O)c1c2c(nc3ccccc13)CCCCC2)c1ccc(Cl)s1	-13	9	5	0	-24	-4	23	3	0
CCOc1ccccc1NS(=O)(=O)c1cccc2nsnc12	-8	12	-4	2	-12	-9[20 µM]	4	6	-11
CCn1c(NC(=O)C(C)C)c(-c2cccs2)c(=O)c2ccccc21	-4	4	-2	2	-9	0	27	4	-10
CC1=C(C(=O)N2CCN(c3cc(C)ccc3C)CC2)C2(CCCCC2)OC1=O	-2	7	6	-1	-6	-13	-23	10	1
CCCCc1n[nH]c2c1/C(=N/O)CC(c1ccccc1)C2 (stereo unspecified)	2	33	-3	1	-1	-21	19	16	-4
CCOC(=O)/C(C#N)=N\Nc1ccc(S(=O)(=O)Nc2nc(C)cc(C)n2)cc1	-5	2	4	-1	1	1	25	2	-15
CN1CCCN(C(=O)CC(c2ccccc2)c2ccccc2)CC1	-14	9	-1	5	-5	-22	-20	6	5
CC(C)c1ccc(/C=C/C(=O)NCCCc2ccccc2)cc1	-7	0	-3	-2	-13	-10	8	-1	9
Cc1ccc(S(=O)(=O)CC(=O)Nc2nc(-c3ccccc3)cs2)cc1	-10	11	0	-2	1	-13[20 µM]	1	3	1
O=C(NC(=O)c1ccccc1O)c1ccc2c(c1)CCO2	-8	6	-18	1	-12	-16	69*[5 µM]	1	-19
CN1CCN(/C(=N\S(=O)(=O)c2ccc(F)cc2)c2ccccc2)CC1	-2	8	6	-1	-13	-19[20 µM]	24	-2	5
CCc1onc(C)c1C(=O)O	-7	3	0	2	1	-6	14	5	-1
CCO[C@H]1OC(C(=O)NC2CC2)=C[C@@H](c2ccc(C(F)(F)F)cc2)[C@@H]1CCCO	-7	18	-1	3	-10	-27	22	-3	2
CN(c1ccc(OCC(=O)OCC(=O)Nc2c(F)c(F)c(F)c(F)c2F)cc1)S(=O)(=O)c1ccc(F)cc1	-8	1	-6	4	-53	-5	22	10	9
CCOCCCNC(=O)c1ccc(CS(=O)(=O)Cc2cccc(C)c2)o1	-8	2	-7	3	-10	-24	9	6	-1
O=C(Cn1nc(Cc2cccnc2)c2ccccc2c1=O)NCc1ccc2c(c1)OCO2	-10	7	-6	1	-6	-22	-9	4	-2
CC(=O)Cc1nsc(NC(=O)c2ccccc2)n1	-8	18	-3	0	-4	-23	-12	0	-4
COc1ccc(-c2ccc(SCC(=O)NCC3CCCO3)nn2)cc1OC (stereo unspecified)	-7	10	6	1	2	-21	10	4	-5
COc1ccc2c(c1)S(=O)(=O)c1ccccc1N2	-3	5	5	0	-3	-19	9	0	-9
Cc1cccc2cc(C#N)c(NCCNC(=O)COc3ccccc3)nc12	-5	13&0	3	-3	0	-19	0	4	1
O=C(NCc1ccc(C(=O)O)cc1)OCc1ccccc1	-1	1	-1	1	-2	-13	15	6	0
Cc1nnc(SCC(=O)NC2CCCCC2)s1	2	9	3	-3	-4	-12	22	3	-2
CC(/C=C/c1ccc2c(c1)OCO2)=N\NC(=O)c1ccccc1	0	4	0	2	-11	-9	27	4	-37
O=C(Nc1ccc(Cl)cc1F)C1CCN(S(=O)(=O)c2cccnc2)CC1	-2	12	2	-3	-14	-21[20 µM]	8	1	-2
CC(=O)Nc1ccc(NS(=O)(=O)c2ccccc2)cc1	-1	5	1	2	-17	-33	/	6	-5
COC(=O)c1c(C)nc(C)c(C(=O)OC)c1-c1ccsc1	-4	13	-4	-2	-11	-12	20	-2	-10
CCOC(=O)C(C)Sc1ncc(-c2ccc(Cl)cc2)cn1 (stereo unspecified)	-10	6	-5	4	-5	-5[20 µM]	12	2	-1
Cc1nn(CCO)c(N)c1C1(O)C(=O)Nc2c(Cl)cc(Cl)cc21 (stereo unspecified)	-1	5	0	0	-4	-14	2	0	0
Cc1ccc(S(=O)(=O)Nc2ccc(NC(=O)CN3CCCCC3)c(Cl)c2)cc1	-3	10&3	-4	2	-5	-21[20 µM]	4	3	-4
Oc1c(N=NC(=S)Nc2ccccc2F)c2ccccc2n1Cc1ccccc1F	-7	8	2	1	-2	-15	-8	5	-9
Cc1c(-c2ccccc2)n[nH]c1C(=O)N=Nc1c(O)[nH]c2ccccc12	-5	10	5	-4	-5	-27	10	2	-21
O=C(CN(c1ccc2c(c1)OCCO2)S(=O)(=O)c1ccccc1)Nc1ccc2c(c1)OCO2	-9	11	3	-2	-13	-16[20 µM]	19	5	-7
O=C(CN1C(=O)CCC1=O)NC(=O)NC1CCCC1	2	15	5	-3	8	-17	0	3	-1
CC(C)OC(=O)c1c(NC(=O)c2cnn3c2NC(c2ccccc2)CC3C(F)F)sc2c1CCCC2 (stereo unspecified)	-12	/	-2	-2	-6	-25[20 µM]	28	5	-13
CN(C)S(=O)(=O)N(CCN1CCOCC1)Cc1ccccc1F	10	9	2	1	-9	-12	3	6	0
Cc1ccc(-c2nnn(CC(=O)N(c3ccccc3F)C(C(=O)NCC3CCCO3)c3c[nH]c4ccccc34)n2)cc1 (stereo unspecified)	-8	18	3	0	-2	-14[20 µM]	-10	6	-9
CCCNC(=O)NCc1ccc(N2CCCC2=O)cc1	-8	2	5	-3	-3	-19[20 µM]	-20	4	6
CC(C)Cn1c(=O)c(-[n+]2ccccc2)c([O-])c2ccccc21	2	15	2	5	6	-17	4	6	-2
Cc1ccc(C)n1-n1cnc2sc(-c3ccccc3)cc2c1=O	-6	23	1	1	-18	-14	30	3	-23
COc1ccc(C2(C(F)(F)F)NC(=O)N(C)C(=O)N2C)cc1 (stereo unspecified)	2	4	-3	2	3	-2	0	2	4
Cc1cc(C)nc(N/N=C2/CCCC/C2=C\c2ccccc2)n1	-2	5	6	-7	-6	-7	43	-2	-13
CN1CCN(Cc2nc3c([nH]2)c(=O)[nH]c(=O)n3C)CC1	-3	9	0	2	-4	-10	3	1	-2
O=C(Nc1nccs1)C1CCCCN1S(=O)(=O)c1ccccc1 (stereo unspecified)	2	6	3	-4	-18	-31	22	-7	-6
CCOc1ccc(C(C(=O)NC2CCCCC2)N(C(=O)Cc2cccs2)c2ccc(-n3cnnn3)c(OC)c2)cc1 (stereo unspecified)	-5	3	7	-2	16	-8	0	3	11
CC(=O)NNC(=O)CCn1nnc(-c2ccc(Cl)cc2)n1	-7	10&11	3	3	-6	-25	12	8	0
Cn1c(=O)[nH]c(=O)c2c1nc(N1CCNCC1)n2CCOc1ccccc1	-8	10	3	1	/	-21[20 µM]	/	8	1
CCN1C(=O)c2cccc3c(Cl)ccc(c23)C1=O	-8	5	-1	3	-3	-24	-11	7	-9
CCOC(=O)C(=NCC1CCCO1)NNc1ccccc1Cl (stereo unspecified)	1	5	-2	-5	-3	-18	-1	3	-12
Cc1cc(=O)[nH]c2cc(Cl)ccc12	4	7	7	-2	0	-18	-18	5	-6
CCCC(=O)N(c1ccc2oc(=O)sc2c1)S(=O)(=O)c1ccccc1	2	21	3	0	-4	7[20 µM]	-14	3	-4
O=C(Cn1nnc(-c2ccccc2)n1)NCc1ccc2c(c1)OCO2	2	10	4	-3	-1	-24	7	-1	-5

In a second layout: results already given.
Every second line gives: RBBP9 inh | EP2 antag | p97 ATPase inh | Ba/F3 V617F tox | NCF1 inh | Furin inhibitor | PPC-1+TRAIL kill | BaF3 tox | TbHK1 inh
- CCOc1ccc(C(C(=O)NC2CCCCC2)N(C(=O)Cc2cccs2)c2ccc(-n3cnnn3)c(OC)c2)cc1 (stereo unspecified)
    -5 | 3 | 7 | -2 | 16 | -8 | 0 | 3 | 11
- CC(=O)NNC(=O)CCn1nnc(-c2ccc(Cl)cc2)n1
    -7 | 10&11 | 3 | 3 | -6 | -25 | 12 | 8 | 0
- Cn1c(=O)[nH]c(=O)c2c1nc(N1CCNCC1)n2CCOc1ccccc1
    -8 | 10 | 3 | 1 | / | -21[20 µM] | / | 8 | 1
- CCN1C(=O)c2cccc3c(Cl)ccc(c23)C1=O
    -8 | 5 | -1 | 3 | -3 | -24 | -11 | 7 | -9
- CCOC(=O)C(=NCC1CCCO1)NNc1ccccc1Cl (stereo unspecified)
    1 | 5 | -2 | -5 | -3 | -18 | -1 | 3 | -12
- Cc1cc(=O)[nH]c2cc(Cl)ccc12
    4 | 7 | 7 | -2 | 0 | -18 | -18 | 5 | -6
- CCCC(=O)N(c1ccc2oc(=O)sc2c1)S(=O)(=O)c1ccccc1
    2 | 21 | 3 | 0 | -4 | 7[20 µM] | -14 | 3 | -4

Taken from above:
Entry for O=C(Cn1nnc(-c2ccccc2)n1)NCc1ccc2c(c1)OCO2 under BaF3 tox: -1
Entry for CC(=O)NNC(=O)CCn1nnc(-c2ccc(Cl)cc2)n1 under Ba/F3 V617F tox: 3
